Screening data deposited in PubChem by several laboratories.
SR-BI uptake up: activators of SR-BI mediated HDL lipid uptake. CHO ldlA[mSR-BI] cells, DiI-HDL uptake fluorescence, 3 h; 100 = double the neutral-control signal. activation, % at 12.5 µM. hit rate 0.096% among 320,000. AID 504775;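 active = mean replicate activation of at least 60% and every replicate at or above 60%; inconclusive = mean or all-replicate condition met, but not both; inactive = mean below 60% and not all replicates reaching 60%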;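 also: 0% = median plate neutral-control signal and 100% = twice that signal; values of inactives mirror those of a sister screen read the other way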
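System: CHO ldlA[mSR-BI] cells / Medium: HEPES-buffered (25 mM, pH 7.4) F12 plus 0.5% BSA / Probe or stimulus: labelled HDL, 10 µg/mL / Doses: single compound concentration, delivered by pin transfer / Schedule: 3 h, 37 °C / Measured by: DiI fluorescence, bottom read / Measure: cell-associated DiI fluorescence as measure of HDL uptake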
Ecoli viability: counter-screen for AddAB inhibitors: E. coli growth inhibition; hit rate 0.27% among 330,000; E. coli V3065 growth, OD600 absorbance, 18 h; inhibition, % at 11.9 µM;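 active = inhibition above the campaign's mean inhibition across all tested compounds plus 3 SD, cut at about 9.9% in these data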;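 also: uninfected addAB+ strain grown without phage in ampicillin broth; 0% = DMSO wells and 100% = ciprofloxacin 0.95 µg/ml wells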
Wnt bcat act: activators of Wnt/beta-catenin signaling | Wnt/beta-catenin reporter cell assay, activator, plate reader | activation, % at 9.35 µM | hit rate 1.2% among 300,000 | AID 743398; in the data active = activation above about 30%, passing the limit was not always enough; inconclusive = no clear call, values can overlap the other calls;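 also: 0% = neutral control wells and 100% = positive control wells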
CAL PDZ FP-1: CAL PDZ (human) peptide binding inhibition; purified CAL PDZ, TMR-peptide fluorescence polarization, 1 h; AID 602252; inhibition, % at 24.9 µM; Q9HD26; hit rate 0.92% among 300,000;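 active = mean inhibition of at least 30% with at least half of replicates also reaching 30%; inconclusive = no clear call, values can overlap the other calls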;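 also: 0% = DMSO neutral control and 100% = excess unlabeled competitor peptide PRC23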
SR-BI DiI inh: mouse SR-BI HDL lipid transfer inhibition. ldlA[mSR-BI] CHO cells, DiI-HDL uptake fluorescence, 3 h. hit rate 0.96% among 320,000. Q61009. inhibition, % at 12.5 µM. AID 488896;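 active = mean replicate inhibition of at least 70% and a set share of replicates each scoring 70 or more; inconclusive = meets just one of the two criteria; inactive = fails both criteria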;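 also: 0% = median of neutral control wells and 100% = median of positive control wells; values of inactives mirror those of a sister screen read the other way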
Target sequence (Q61009 whole entry, looked up): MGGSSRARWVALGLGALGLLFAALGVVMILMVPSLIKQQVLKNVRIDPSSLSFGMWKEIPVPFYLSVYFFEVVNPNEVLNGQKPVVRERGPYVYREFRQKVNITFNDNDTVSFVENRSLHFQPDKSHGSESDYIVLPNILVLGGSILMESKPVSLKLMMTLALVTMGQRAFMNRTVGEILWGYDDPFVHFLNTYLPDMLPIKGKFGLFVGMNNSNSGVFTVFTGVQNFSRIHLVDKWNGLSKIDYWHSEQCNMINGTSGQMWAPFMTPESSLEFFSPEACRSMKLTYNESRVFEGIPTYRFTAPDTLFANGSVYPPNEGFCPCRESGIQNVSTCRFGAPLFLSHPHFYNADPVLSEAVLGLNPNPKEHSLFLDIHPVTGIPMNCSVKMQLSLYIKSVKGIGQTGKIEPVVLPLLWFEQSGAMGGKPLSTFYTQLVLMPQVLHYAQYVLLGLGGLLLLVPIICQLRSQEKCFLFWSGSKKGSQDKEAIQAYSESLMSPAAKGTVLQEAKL
Tat transport: inhibitors of E. coli Tat protein transport | E. coli MC4100 TorA-mCherry Tat export, fluorescence | inhibition, % at 10 µM | hit rate 0.036% among 340,000;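 active = mean replicate inhibition at least 50% and at least half of replicates individually reaching 50%; inconclusive = only one of the two criteria met; inactive = neither criterion met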;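 also: exported cargo escapes ClpAP degradation while cytoplasmic cargo is degraded and loses fluorescence; 0% = median of neutral control wells and 100% = median of NaSCN control wells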
CAL PDZ FP-2: human CAL PDZ-peptide interaction inhibition | inhibition, % at 20 µM | Q9HD26 | hit rate 0.02% among 330,000 | purified CAL PDZ, TMR-peptide fluorescence polarization, 1 h | AID 504414;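 active = highest replicate inhibition of at least 40%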;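 also: plate controls were DMSO neutral control wells for no effect and unlabeled competitor peptide control wells for full effect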
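Test system: purified CerCALP PDZ construct; Compound dosing: one concentration, 20 µM compound; Also added: TMR-labelled reporter peptide T*-PRC34 bound in PDZ groove; Read-out: inhibition from polarization loss; Controls: unlabelled peptide and DMSO controls; Signal: FP readout, S and P plane fluorescence; Incubation: 1 h at RT.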
phage Ecoli inh: E. coli growth loss with phage present; growth absorbance; inhibition, % at 11.9 µM; hit rate 0.26% among 360,000; in the data active = inhibition above about 11%
MITF act: MITF TRPM1 promoter activation in melanoma cells | SK-MEL-5 TRPM1-promoter luciferase, 24 h; % of positive control, neutral wells = 0 | hit rate 0.75% among 300,000 | activation, % at 12.5 µM;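 active = mean activation of at least 80% with every replicate also reaching 80%; inconclusive = mean reaches 80% but some replicate falls short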;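 also: 0% = neutral control wells and 100% = parthenolide positive control wells; values of inactives mirror those of a sister screen read the other way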
AddAB inh: less growth of phage-infected E. coli with AddAB; E. coli expressing H. pylori AddAB, absorbance growth; inhibition, % at 11.9 µM; hit rate 0.29% among 330,000; in the data active = inhibition above about 12%;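 also: 0% = vehicle wells of infected cells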
* = called active by the depositor; ? = inconclusive; · = not tested or not shown.

Start of the data: the first 2 compounds as a preview:
Screens in order: SR-BI uptake up, Ecoli viability, Wnt bcat act, CAL PDZ FP-1, SR-BI DiI inh, Tat transport, CAL PDZ FP-2, phage Ecoli inh, MITF act, AddAB inh
- Cc1ccc(-n2nc(-c3ccc(OC(F)(F)F)cc3)cc2N)cc1C
→ ·, -0.9, -0.7, ·, ·, ·, ·, 0.8, ·, -3.3
- O=C(Nc1ccc(N2CCN(Cc3ccccc3Cl)CC2)cc1)c1cccnc1
→ -7.8, 3.9, ·, 1.0, 7.8, -7.2, 0.3, 4.1, 9.0, 5.0

The whole of this part, from the start:
Screens in order: SR-BI uptake up, Ecoli viability, Wnt bcat act, CAL PDZ FP-1, SR-BI DiI inh, Tat transport, CAL PDZ FP-2, phage Ecoli inh, MITF act, AddAB inh
- Cc1ccc(-n2nc(-c3ccc(OC(F)(F)F)cc3)cc2N)cc1C
→ ·, -0.9, -0.7, ·, ·, ·, ·, 0.8, ·, -3.3
- O=C(Nc1ccc(N2CCN(Cc3ccccc3Cl)CC2)cc1)c1cccnc1
→ -7.8, 3.9, ·, 1.0, 7.8, -7.2, 0.3, 4.1, 9.0, 5.0
- Cc1cccc(N(CC(=O)NC2CCCC2)C(=O)CCCC(=O)Nc2ccccn2)c1
→ 5.6, -0.4, ·, 1.6, -5.6, ?, -0.7, 4.3, 3.1, 1.9
- Cc1c(C(c2ccc(O)cc2)c2c(C)n(C)n(-c3ccccc3)c2=O)c(=O)n(-c2ccccc2)n1C
→ 8.3, -0.5, -0.6, 10.7, -8.3, 12.4, -0.6, 4.9, 2.7, 0.9
- O=C(/C=C(\c1ccccc1)n1cncn1)c1ccccc1
→ 46.5, -1.3, -1.6, -3.4, -46.5, 3.1, -2.7, 5.2, -3.5, 3.8
- CCc1ccccc1NC(=O)c1cnc2scc(C)n2c1=O
→ 2.3, 0.7, 1.1, -1.7, -2.3, 7.0, -3.3, 3.8, ·, -0.2
- COc1ccc(NC(=O)N(C)C[C@H]2Oc3ccc(NS(=O)(=O)c4cn(C)cn4)cc3C(=O)N([C@H](C)CO)C[C@@H]2C)cc1
→ 24.2, ·, -2.4, -2.1, -24.2, -1.8, -0.2, 1.3, 1.0, ·
- CCCCc1ccc(NC(=S)Nc2cccnc2)cc1
→ 2.0, 1.1, 0.8, -0.2, -2.0, 8.2, -0.6, 3.1, 0.7, 3.2
- CCOc1ccc(OCC)c(S(=O)(=O)N2CCCCC2C)c1 (centres undefined)
→ -0.2, -0.5, -7.0, -4.4, 0.2, 9.6, -0.8, 1.8, 1.6, 1.8
- CCC(C)c1ccc(NC(=S)Nc2ccc(OC)c(OC)c2)cc1 (centres undefined)
→ -15.7, 1.2, ·, -1.4, 15.7, 3.9, -0.7, -0.1, 9.7, 2.6
- Cc1cc(Br)ccc1OCC(=O)NC1CCCC1
→ 20.7, 1.1, 0.9, -4.4, -20.7, 5.4, -2.5, -0.4, 12.2, 3.4
- CC(C)CCNC(=O)c1cc(-c2ccco2)nc2ccccc12
→ -19.8, 1.7, 7.9, -1.4, 19.8, -2.4, -2.4, 2.0, -13.8, 1.8
- O=[N+]([O-])c1cccc(-c2nn(-c3ccccc3)cc2CO)c1
→ -48.3, -0.3, 3.2, -0.7, 48.3, -3.1, -2.0, 0.9, 31.1, -0.5
- c1ccc2c(c1)nc1n2CCN1CCN1CCCC1
→ -68.2, -2.3, 0.0, 2.5, 68.2, 2.7, -1.7, 2.6, -2.3, -1.1
- Cc1noc(/C=C/c2ccccn2)c1[N+](=O)[O-]
→ 3.1, 1.2, -0.4, -0.3, -3.1, 1.0, -0.6, -4.8, ·, 4.1
- COc1ccc(Br)cc1S(=O)(=O)N1CCOCC1
→ 22.9, 1.4, ·, 0.8, -22.9, -9.6, -1.0, -0.8, -16.2, 2.1
- O=S1(=O)CCO[C@H]2Cc3ccccc3[C@H]2N1Cc1ccccc1F
→ 15.3, -0.5, 0.6, -2.5, -15.3, -12.2, -4.7, 1.8, 5.2, 2.0
- O=C(/C=C/c1cccc([N+](=O)[O-])c1)NCCc1ccc(F)cc1
→ -17.6, -0.5, ·, -3.1, 17.6, -5.2, -2.5, 1.4, 6.4, -1.3
- CCc1ccc(NC(=O)COC(=O)/C=C/c2c(C)nn(C3CCS(=O)(=O)C3)c2Cl)cc1 (centres undefined)
→ 10.4, 0.5, -0.8, 1.4, -10.4, 4.2, -2.8, 5.2, 0.9, -2.0
- N#CC(C#N)=Cc1cn(-c2ncc(C(F)(F)F)cc2Cl)c2ccccc12
→ -36.6, 1.4, ·, -6.5, 36.6, -1.5, 0.6, 2.3, 6.4, 0.2
- CCC(=O)c1ccc(OCC(=O)N2CCc3cc(OC)c(OC)cc3C2)cc1
→ -16.5, -1.9, -7.1, -2.7, 16.5, 3.3, -2.5, 2.2, -1.5, -0.8
- COC(=O)c1ccc(NC(=O)c2ccccc2NS(=O)(=O)c2ccccc2)cc1
→ -8.6, 2.0, -13.0, ·, 8.6, -4.8, 1.4, 2.6, -5.5, 0.3
- COc1ccc(Nc2nc(NCc3ccco3)nc(N/N=C/c3ccccc3F)n2)cc1
→ -15.8, -2.1, -1.6, -0.5, 15.8, 1.4, -2.6, 4.7, -3.7, 5.3
- O=C(O)c1cccc(NS(=O)(=O)c2ccc(S(=O)(=O)N3CCOCC3)cc2)c1
→ ·, ·, -2.7, ·, -10.5, 10.2, -0.5, 1.4, 13.5, ·
- Cc1occc1C(=O)NNC(=S)Nc1ccccc1C(F)(F)F
→ -7.9, 1.7, 9.6, 0.5, 7.9, 1.0, -0.1, 1.8, 14.2, 2.1
- COC(=O)CCNC(=O)Cn1cnc2sc3c(c2c1=O)CCCC3
→ 3.6, 1.7, -1.0, -5.5, -3.6, -7.3, -0.4, 3.9, 4.6, 3.5
- CCN1C[C@@H]2[C@@H]3C(=O)N(Cc4ccccc4)C(=O)[C@@H]3[C@](Cc3ccccc3)(C(=O)OC)N2C1=NC1CCCCC1
→ 25.7, 0.7, -1.2, -7.2, -25.7, 14.3, 0.0, 1.2, -6.6, 0.6
- CN(C)CCNc1nc(-c2ccco2)c2c(c1C#N)CC(C)(C)OC2
→ 15.6, -0.9, ·, ·, -15.6, 1.5, -0.8, 1.1, 3.1, -1.3
- Cc1ccc(S(=O)Cc2ccc(C(=O)N3CCN(C4CCCCC4)CC3)o2)cc1 (centres undefined)
→ 11.2, -1.4, -0.5, -1.7, -11.2, 3.3, -0.7, 1.2, 10.1, 3.1
- O=c1[nH][nH]c2cc(=O)n(-c3ccc(Cl)cc3)nc12
→ 15.5, -2.5, -1.0, -0.2, -15.5, -3.0, -1.5, 0.3, -5.5, -2.5

An excerpt from above in order of their number in CAL PDZ FP-1, lowest first:
| SMILES | CAL PDZ FP-1 |
| --- | --- |
| N#CC(C#N)=Cc1cn(-c2ncc(C(F)(F)F)cc2Cl)c2ccccc12 | -6.5 |
| CCOc1ccc(OCC)c(S(=O)(=O)N2CCCCC2C)c1 (centres undefined) | -4.4 |
| O=C(/C=C/c1cccc([N+](=O)[O-])c1)NCCc1ccc(F)cc1 | -3.1 |
| COc1ccc(Nc2nc(NCc3ccco3)nc(N/N=C/c3ccccc3F)n2)cc1 | -0.5 |

(continued)
Screens in order: SR-BI uptake up, Ecoli viability, Wnt bcat act, CAL PDZ FP-1, SR-BI DiI inh, Tat transport, CAL PDZ FP-2, phage Ecoli inh, MITF act, AddAB inh
- CC(=O)Nc1ccccc1/C=C/c1ccc2c(C)cc(C)c(O)c2n1
→ -38.1, -0.2, -2.6, -2.1, 38.1, -2.6, 0.3, 1.8, -3.0, 2.6
- N#Cc1ccccc1N=Cc1ccc(Br)cc1
→ -13.1, -0.3, -3.4, -1.0, 13.1, -0.8, -1.6, 0.1, -0.9, 4.0
- Cc1ccc(NC(=O)CN2C(=O)N/C(=C/c3cc(C)n(-c4cccc(C(=O)O)c4)c3C)C2=O)cc1
→ -17.4, ·, -0.8, -1.7, 17.4, -5.9, -0.3, 1.9, -6.7, ·
- CC(C)NS(=O)(=O)c1ccc(CCC(=O)Nc2ccc3c(c2)OCCO3)cc1
→ 1.7, 0.1, -0.1, -3.2, -1.7, -5.0, -0.1, 0.0, 0.9, 0.2
- CCOc1ccc(CCNC(=O)CCn2cccc2)cc1OCC
→ ·, -2.3, ·, -1.4, 8.5, -2.6, -1.0, -0.1, -10.8, 0.7
- COc1ccc(-n2c(SCC(=O)Nc3nccs3)nc3c(c2=O)SCC3)cc1
→ 7.6, 0.3, 0.0, ·, -7.6, 3.4, 0.1, 1.0, -1.3, -1.2
- CCOC(=O)c1c(S(=O)(=O)NCC(C)c2ccccc2)c(C)n(C)c1C (centres undefined)
→ -10.0, -0.6, -1.7, -4.3, 10.0, 4.5, -2.2, 1.9, -4.9, 2.1
- C/C(Cc1ccccc1)=N\NC(=O)CNC(=O)c1ccccc1Cl
→ 8.5, -1.2, -0.3, 3.7, -8.5, -0.9, -4.4, -1.6, ·, -0.6
- O=C(O)c1ccc2c(c1)C(=O)N(c1nccs1)C2=O
→ 4.8, -1.6, -1.1, -0.4, -4.8, 6.9, 0.7, -1.5, -13.7, 0.9
- N=c1c(S(=O)(=O)c2ccc(Br)cc2)cc2c(=O)n3ccccc3nc2n1Cc1ccccc1
→ 13.5, -0.2, -2.1, 3.7, -13.5, -8.1, -2.3, 3.0, 9.6, 5.1
- Cc1cc(=O)n(CC(=O)Nc2cc(Cl)ccc2C)c(C(C)C)n1
→ ·, 2.7, 0.0, 1.1, ·, -4.1, -0.9, -1.7, -5.4, 2.1
- Cn1c(CNC(=O)CCNC(=O)c2cccc(F)c2)cc(=O)n(C)c1=O
→ 44.3, -0.2, -1.9, -2.2, -44.3, -3.5, -2.2, 1.8, -0.2, -0.4
- CN1CCN(CC(=O)NC23CC4CC(CC(C4)C2)C3)CC1
→ ·, 4.6, -0.2, -1.7, ·, -2.5, -3.2, -0.1, 0.3, 0.5
- C=CCNC(=S)/N=c1/scc(C)n1C
→ 14.9, -3.4, ·, -1.9, -14.9, -3.5, -1.8, 3.9, -8.6, 0.7
- N#Cc1ccccc1S(=O)(=O)N1CCN(C(=O)[C@@H]2CCCN2C(=O)c2cccs2)CC1
→ 15.4, 0.9, 1.7, ·, -15.4, -3.5, -0.4, 0.6, -0.5, -0.4
- CCn1nc(C)c(NC(=O)/C=C/c2ccc(OC)c(COc3ccc(Cl)cc3Br)c2)c1C
→ -13.0, -2.9, -9.9, -0.8, 13.0, -1.3, -2.5, 3.3, ·, -1.6
- O=S(=O)(c1cccs1)N1CCN(C/C=C/c2ccccc2)CC1
→ 0.7, 2.6, 0.1, -1.6, -0.7, -0.6, 0.1, 2.0, 0.0, 4.1
- O=C(Nn1cnnc1)c1csc2ccccc12
→ 6.6, 3.0, ·, -1.4, -6.6, -4.3, -0.7, 2.9, -3.9, 1.2
